GLS inhibitor = qHTS for Inhibitors of Glutaminase (GLS). Potency, µM (titrated, usually from 45.5 µM), without a hit: at the top dose activity change, negative = inhibition, usual class: inhibitors. GLS enzymatic activity, qHTS titration. 410,000 compounds, 0.21% hits; further: on the % scale 0 is the no-effect control and ±100 the full control effect
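Assay buffer: 45 mM KH2PO4 pH 8.2, 0.02% Tween-20. hKGA acts on L-glutamine (1 mM solution added); product glutamate is reported by an oxidase/peroxidase Amplex Red coupling, with fluorescence taken at baseline and 30 min.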
G9a block = qHTS Assay for Inhibitors of Histone Lysine Methyltransferase G9a. Histone-lysine N-methyltransferase EHMT2 (Homo sapiens), Q96KQ7. Potency, µM (doses to about 102 µM), for the others: at the highest dose activity, negative = inhibition, hits mostly inhibitors. G9a H3K9 monomethylation, AlphaScreen, 2 h. 350,000 compounds, 8.8% hits; further: on the % scale 0 is the no-effect control and ±100 the full control effect; nearly all actives have a fitted effect of over 75% in size
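G9a (20 nM) preincubated 15 min RT with compounds, then 500 nM biotinylated H3K9 peptide and 20 uM SAM added; 2 h RT reaction. Monomethyl-H3K9 product detected by AlphaScreen with anti-H3K9me1 antibody, streptavidin donor and anti-rabbit IgG acceptor beads.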
Tb PGK inh = qHTS Assay to Find Inhibitors of Phosphoglycerate Kinase. 380,000 compounds, 0.043% hits. Potency, µM (titrated, usually from 57.5 µM), for the others: at the highest dose activity change, negative = inhibition, usual class: inhibitors. PGK/GAPDH coupled, Kinase-Glo luminescence, 60 min. AID 602233, 2012; further: on the % scale 0 is the no-effect control and ±100 the full control effect; nearly all actives have a fitted effect of over 60% in size
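Luminescent ATP detection (Kinase-Glo Plus) follows a 60-minute room-temperature incubation, with wells lacking PGK as controls. Buffer: 100 mM TEA (pH 7.6), 5 mM MgCl2, 0.01% Tween-20. Coupling enzyme GAPDH (100 nM final) supplies unstable 1,3-BPG in-well.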
BLM inh = qHTS Assay for Inhibitors of Bloom's syndrome helicase (BLM); recombinant BLM DNA unwinding, fluorescence dequenching; 350,000 compounds, 0.2% hits; RecQ-like DNA helicase BLM (Homo sapiens), P54132; Potency, µM (top dose mostly 56.1 µM), without a hit: top-dose activity change, negative = inhibition, most hits filed as inhibitors;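 further: plate controls were vehicle for no effect and no enzyme for full effect; nearly all actives have a fitted effect of over 35% in size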
Pin1 inhibitor = qHTS Assay to Find Inhibitors of Pin1. Potency, µM (highest dose often 115 µM), for the others: at the highest dose activity, negative = inhibition, hits mostly inhibitors. Pin1 FP peptide displacement, HiFluor488, 10 min. Peptidyl-prolyl cis-trans isomerase NIMA-interacting 1 (Homo sapiens), Q13526. 390,000 compounds, 0.009% hits; active means well fitted inhibition curve with a large enough effect in the polarisation, with a control signal flat, not every such curve was filed as active; inconclusive means small, poorly fitted or top-dose-only effect, or effect the other way, or a change in a side signal; inactive means no such curve, though single readings can be large or run the other way; the % refers to the polarisation; further: on the % scale 0 is the no-effect control and ±100 the full control effect
JMJD2A Tudor = qHTS Assay for Inhibitors of JMJD2A-Tudor Domain | Lysine-specific demethylase 4A (Homo sapiens), O75164 | AlphaScreen JMJD2A-Tudor / H3K4me3 peptide binding | Potency, µM (series often up to 114 µM), for the others: at the top dose activity change, negative = inhibition, most hits filed as inhibitors | 390,000 compounds, 4.4% hits | AID 504339, 2011; further: on the % scale 0 is the no-effect control and ±100 the full control effect; nearly all actives have a fitted effect of over 50% in size
POLI inh = qHTS for Inhibitors of Polymerase Iota; 390,000 compounds, 1% hits; Pol iota fluorescent replication assay, 10 min; DNA polymerase iota (Homo sapiens), Q9UNA4; Potency, µM (titrated, usually from 115 µM), without a hit: at the highest dose activity, negative = inhibition, usual class: inhibitors
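Pol iota at 10 nM preincubated 15 min with compounds at room temperature; reaction started with fluorescent substrate, 50 nM final. Fluorescence read kinetically at 0 and 10 min; buffer-only wells as negative control.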
HP1b binding inh = HTS for Inhibitors of HP1-beta Chromodomain Interactions with Methylated Histone Tails | AlphaScreen HP1-beta / biotin-H3K9me3 peptide binding | AID 540317, 2011 | 390,000 compounds, 0.56% hits | Potency, µM (series often up to 114 µM), for inactives: top-dose activity change, negative = inhibition, usual class: inhibitors | Chromobox protein homolog 1 (Homo sapiens), P83916; further: nearly all actives have a fitted effect of over 70% in size; inactives centre near 23
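Compound inhibition of the preformed complex between 50 nM HP1-beta and 50 nM biotinylated H3K9me3 peptide was read by AlphaScreen. Buffer was PBS pH 7.4 with 0.01% Tween-20. Incubations ran 30 min at room temperature, with 10 ug/mL donor/acceptor beads.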
BAZ2B inh = qHTS Assay for Inhibitors of BAZ2B; Bromodomain adjacent to zinc finger domain protein 2B (Homo sapiens), Q9UIF8; AlphaScreen BAZ2B-H3K14Ac peptide displacement; Potency, µM (top dose mostly 114 µM), without a hit: top-dose activity change, negative = inhibition, actives largely listed as inhibitors; 360,000 compounds, 4.4% hits; further: on the % scale 0 is the no-effect control and ±100 the full control effect; nearly all actives have a fitted effect of over 60% in size
Target sequence (Q9UIF8 whole entry, looked up, the tested form may be a part): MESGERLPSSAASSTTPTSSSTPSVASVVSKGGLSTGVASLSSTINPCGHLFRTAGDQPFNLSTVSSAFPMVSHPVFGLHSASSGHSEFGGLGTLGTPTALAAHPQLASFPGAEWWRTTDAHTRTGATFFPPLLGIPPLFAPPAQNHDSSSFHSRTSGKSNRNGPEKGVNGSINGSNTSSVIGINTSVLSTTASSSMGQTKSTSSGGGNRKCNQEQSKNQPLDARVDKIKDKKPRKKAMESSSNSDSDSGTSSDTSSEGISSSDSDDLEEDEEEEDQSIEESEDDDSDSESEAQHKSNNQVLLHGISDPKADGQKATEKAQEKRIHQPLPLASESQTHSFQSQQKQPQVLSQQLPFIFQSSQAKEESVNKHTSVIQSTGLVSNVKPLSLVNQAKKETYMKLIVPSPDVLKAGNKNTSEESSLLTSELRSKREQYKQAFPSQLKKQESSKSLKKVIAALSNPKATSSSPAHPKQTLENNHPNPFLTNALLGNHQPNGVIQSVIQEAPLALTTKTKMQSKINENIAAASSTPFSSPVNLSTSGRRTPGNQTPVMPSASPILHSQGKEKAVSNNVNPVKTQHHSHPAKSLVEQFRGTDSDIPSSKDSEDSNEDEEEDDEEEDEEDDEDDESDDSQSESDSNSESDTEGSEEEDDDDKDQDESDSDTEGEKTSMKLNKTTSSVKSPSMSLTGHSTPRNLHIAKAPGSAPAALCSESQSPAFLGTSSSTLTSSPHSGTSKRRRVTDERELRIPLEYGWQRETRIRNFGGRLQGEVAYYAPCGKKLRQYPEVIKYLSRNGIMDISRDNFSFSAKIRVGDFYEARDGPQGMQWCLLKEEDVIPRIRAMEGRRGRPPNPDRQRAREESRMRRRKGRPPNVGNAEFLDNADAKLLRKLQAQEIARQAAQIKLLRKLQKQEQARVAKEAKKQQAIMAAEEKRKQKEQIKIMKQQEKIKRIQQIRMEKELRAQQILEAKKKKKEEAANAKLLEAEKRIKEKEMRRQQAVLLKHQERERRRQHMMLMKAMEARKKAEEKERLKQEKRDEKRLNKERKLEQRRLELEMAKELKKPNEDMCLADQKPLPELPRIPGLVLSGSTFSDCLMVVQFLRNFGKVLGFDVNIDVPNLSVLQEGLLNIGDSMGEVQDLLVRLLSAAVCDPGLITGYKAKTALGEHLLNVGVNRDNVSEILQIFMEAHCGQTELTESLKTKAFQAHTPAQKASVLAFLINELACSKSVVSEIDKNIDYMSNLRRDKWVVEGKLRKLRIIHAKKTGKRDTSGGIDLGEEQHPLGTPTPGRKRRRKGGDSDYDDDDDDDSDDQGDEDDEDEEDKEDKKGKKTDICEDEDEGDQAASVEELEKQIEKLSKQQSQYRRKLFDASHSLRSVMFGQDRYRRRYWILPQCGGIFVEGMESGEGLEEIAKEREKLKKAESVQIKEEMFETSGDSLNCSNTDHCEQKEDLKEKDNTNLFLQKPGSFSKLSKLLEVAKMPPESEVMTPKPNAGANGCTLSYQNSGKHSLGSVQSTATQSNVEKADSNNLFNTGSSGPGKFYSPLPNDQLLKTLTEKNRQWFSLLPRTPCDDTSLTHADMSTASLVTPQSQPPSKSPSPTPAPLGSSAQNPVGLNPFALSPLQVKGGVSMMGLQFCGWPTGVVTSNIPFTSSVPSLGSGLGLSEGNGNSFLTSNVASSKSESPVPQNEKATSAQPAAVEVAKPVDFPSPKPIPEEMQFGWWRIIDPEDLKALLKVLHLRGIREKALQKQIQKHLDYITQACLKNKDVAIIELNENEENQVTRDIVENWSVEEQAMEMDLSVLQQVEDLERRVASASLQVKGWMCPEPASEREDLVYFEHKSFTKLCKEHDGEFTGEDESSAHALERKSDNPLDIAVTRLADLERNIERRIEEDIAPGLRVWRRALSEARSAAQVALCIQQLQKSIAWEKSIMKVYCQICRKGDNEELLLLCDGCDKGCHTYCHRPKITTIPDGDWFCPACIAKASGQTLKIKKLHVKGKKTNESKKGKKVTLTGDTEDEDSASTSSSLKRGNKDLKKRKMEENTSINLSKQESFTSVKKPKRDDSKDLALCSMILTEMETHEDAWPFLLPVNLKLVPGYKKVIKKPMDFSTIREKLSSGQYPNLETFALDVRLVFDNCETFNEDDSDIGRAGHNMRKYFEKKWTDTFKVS
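Compounds, titrated to a top concentration of 110 uM, were incubated 30 min at room temperature with preformed BAZ2B/acetyl-K14 H3 peptide complex (50 nM each). Proximity signal was measured by AlphaScreen after 20 min with beads.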
Numbers without * were called inactive; i = inactive; u = inconclusive; x = not tested or not shown; [ ] = remark or other dose. Unless noted, the call rests on the fitted dose curve; in most records, active means well fitted curve in the direction sought with a large enough effect; inconclusive means small, poorly fitted or top-dose-only effect, or another doubt; inactive means no such curve, though single readings can be large; an effect the other way counts as inactive or inconclusive. Potency means the concentration at half of the fitted maximal effect. Some of the compounds tested (hit frequency here may not be typical).

Compound | GLS inhibitor | G9a block | Tb PGK inh | BLM inh | Pin1 inhibitor | JMJD2A Tudor | POLI inh | HP1b binding inh | BAZ2B inh
COc1cccc(NS(=O)(=O)c2c(C)cc(C)cc2C)c1 | 1% | 26% | 0% | -17% | -1% | -3% | 14% | 24% | -2%
O=C1CCCC2=C1C(c1ccc(Cl)cc1)n1c(s/c(=C\c3ccc4ccncc4c3)c1=O)=N2 (stereo unspecified) | 2% | -10%[59 µM] | 3% | 0% | 54%[activator] | -33% | 16% | u | -9%
CCCNC(=O)c1ccc2c(=O)c(O)c(-c3ccc(OC)cc3)[nH]c2c1 | 11% | 8%[59 µM] | 0% | -1% | 0% | 4% | 2% | 62%[activator] | -18%
O=C(NCCc1ccc(Cl)cc1)C1CCCN1C(=O)NCc1ccccc1 (stereo unspecified) | 0% | x | -3% | 0% | -3% | 10% | 20% | 27% | 11%
Cc1ccnc(NC(=O)Cc2ccc(-c3ccccc3)cc2)c1 | -1% | 57%[activator] | 6% | -7% | 2% | 13% | 19% | 61%[activator] | -15%
CCOc1ccc(CCNC(=O)c2ccc(C)c(S(=O)(=O)N3CCOCC3)c2)cc1OCC | 2% | x | 0% | x | 27% | -11% | 13% | 21% | x
CCOc1cc(C(C(=O)NCC2CCCO2)N(C(=O)Cn2nnc3ccccc32)c2ccccc2C(C)=O)ccc1O (stereo unspecified) | 0% | -7% | -6% | 1% | 2% | -3% | 108%[activator] | 51%[activator] | -1%
CSc1ccccc1NC(=O)c1ccccc1N(Cc1ccccc1)S(C)(=O)=O | -3% | -4% | i | -8% | -13% | -17% | -17% | 19% | -4%
CN1C(=O)CC(N2CCC(C(N)=O)CC2)C1=O (stereo unspecified) | 10% | -10%[59 µM] | -3% | 0% | 1% | -17% | -17% | 1% | -1%
CN(C)C(=O)CCc1ccc2c3c([nH]c2c1)[C@]1(CCC2CCCC2)[C@@H](C(=O)N2CCOCC2)C[C@H](CC(=O)NCCN2CCOCC2)C(=O)N1CC3 | 8% | x | -7% | x | -3% | -8% | -11% | 23% | x
Cc1nc(-c2ccc(F)cc2)sc1CCNC(=O)c1cccs1 | -7% | 18%[59 µM] | -5% | -1% | -1% | -23% | u | 5%[57 µM] | -34%
COc1ccc(NC(=O)CNCCC2=CCCCC2)cc1 | 7% | -5%[12.7 µM] | -6% | 7% | -1% | -16% | 7% | 1% | 7%
O=C1CCc2cc(S(=O)(=O)Nc3ccccc3F)cc3c2N1CCC3 | 3% | 8% | 2% | x | -6% | 1% | 19% | 24% | 7%
Cc1ccc(N(CC(=O)NCc2ccc(OC(C)C)cc2)S(=O)(=O)N(C)C)cc1 | 4% | 8%[59 µM] | -1% | 0% | -4% | 3% | 10% | 23% | 6%
COc1ccc(/C=C2/C(=N)N3C(=NC2=O)Sc2cc(S(C)(=O)=O)ccc23)cc1OC | -8% | u | i | -2% | 29% | -6% | 128%[activator] | -1% | -17%
COC(=O)c1ccc(COc2ccc(/C=N/N3CCN(C)CC3)cc2)cc1 | -8% | -6% | -10% | -1% | -3% | -10%[57.1 µM] | 20% | 25% | -13%
CCOC(=O)c1ccc(S(=O)(=O)NCCNCc2ccccc2)cc1 | -14% | x | 2% | x | 4% | -2% | 9% | 27%[57 µM] | x
COc1ccc(CCNC(=O)C2CCC(=O)N(CCc3ccc(OC)cc3)C2)cc1 (stereo unspecified) | -5% | 14%[59 µM] | -2% | -1% | -3% | -12% | 1% | 29% | -3%
Cc1ccc(NC(=S)N(N)CCO)cc1 | 19% | 45µM* | -3% | -7% | -10% | u | 45%[activator] | 17% | 79µM*
Cc1ccc(S(=O)(=O)c2c(N)n(NC(=O)c3ccco3)c3nc4ccccc4nc23)cc1 | 1% | 9% | 3% | -6% | 14% | -7% | 19% | 39% | 10%
CC(=O)c1c(COC(=O)c2ccncc2)nc2ccccc2[n+]1[O-] | -6% | 1µM* | -12% | -2% | -1% | -2% | u | 10% | 40µM*
CCCCCC(=O)Nc1cc(N(C)C)nc2ccccc12 | 2% | 1%[12.7 µM] | 9% | 0% | 3% | 14% | 15% | 46%[activator] | 12%
Cc1cc(OCC(=O)N2CCN(c3ccc(F)cc3)CC2)c2c(C)cc(=O)oc2c1 | 2% | 13% | -5% | -1% | 4% | -6% | 5% | 21%[57 µM] | -13%[57.1 µM]
O=[N+]([O-])c1ccc(Oc2ccc(S(=O)(=O)N3CCCCC3)cc2)cc1 | -13% | -5%[59 µM] | i | -6% | -3% | -25% | 14% | 6% | -9%
Cc1ccc(NC(=O)C(OC(=O)c2ccc(C=O)cc2)c2ccccc2)cc1Cl (stereo unspecified) | 0% | u | 1% | -15% | 3% | -7% | 36%[activator] | 17% | -19%
Cc1cc(C(=O)NNC(=O)C(CCC(N)=O)NS(=O)(=O)c2ccc(Cl)cc2)c(C)o1 (stereo unspecified) | 7% | x | 1% | x | -4% | -9% | 3% | 9% | x
Cc1cc(OC(F)F)ccc1NC(=S)NCCc1ccccc1 | 4% | x | 2% | -3% | -5% | -17% | 22% | 23% | 16%
COc1cccc(OC(=O)c2cc3ccccc3oc2=O)c1 | 0% | -48% | 0% | -6% | -4% | -11% | 36%[activator] | 26% | -20%
CN1CCN(C(CNC(=O)c2ccccc2)c2ccc3c(c2)OCO3)CC1 (stereo unspecified) | -1% | 7%[59 µM] | -2% | 3% | -5% | -7% | 29% | 11%[57 µM] | 7%
COc1ccccc1NC(=O)C1CCCN(S(=O)(=O)c2c(C)noc2C)C1 (stereo unspecified) | 0% | -11% | -3% | 0% | -6% | -14% | 47% | 29% | 4%
O=S1(=O)N[C@@H](Cc2ccccc2)COc2cc(Br)ccc21 | 4% | x | 2% | x | -13% | 6% | 90%[activator] | 48%[activator] | x
COc1ccc(-c2cc(C(=O)Nc3ccccc3O)c3ccccc3n2)cc1 | 3% | x | 7% | x | -1% | -24% | 49%[activator] | -1% | x
CCOC(=O)c1cc(Sc2ccccc2N)cc(C(=O)OCC)n1 | 4% | 45%[activator] | 5% | 2% | -1% | 4% | 74%[activator] | 30% | 11%
NC(=O)c1ccc(NS(=O)(=O)c2ccc3ccccc3c2)cc1 | -7% | u | -1% | -3% | 2% | -25% | 55%[activator] | 7% | -18%
COc1nc(Nc2ccc(OC)c(Cl)c2)nc(OC)n1 | 1% | 5%[59 µM] | -9% | -2% | 1% | -5% | 26% | 33% | 7%
CN(CC(=O)Nc1ccc(F)cc1)C(=O)COc1ccc(C(=O)c2ccccc2)cc1 | -1% | -3% | 0% | -1% | 2% | u | 56%[activator] | 11% | -33%
Cn1ncc(Br)c1C(=O)Nc1ccc(F)cc1F | 0% | -10%[59 µM] | i | 0% | u | -1% | 5% | 19% | 11%
COc1ccccc1NC(=O)Cn1c(=O)n(-c2cccc(Cl)c2)c(=O)c2c1c1cc(C)ccc1n2C | -3% | -26%[59 µM] | i | -4% | -4% | -4% | 8% | 26% | 0%
C/C(=N\NC(=O)c1nnn(-c2nonc2N)c1CSc1ccccc1)c1cccnc1 | 1% | x | 1% | -1% | 1% | 1% | u | 36% | -6%
CCn1c(C)c(C(C)=O)c(SC)nc1=S | 9% | u | -3% | 0% | -3% | 16% | -7% | 18% | 0%
CC(C)NC(=O)c1ccc2c(=O)n(CC3CCCO3)c(=S)[nH]c2c1 (stereo unspecified) | -19% | 124%[activator][59 µM] | 6% | -1% | -6% | u | 131%[activator] | 27% | 9%
Cc1ccc(S(=O)(=O)c2ccc(NN)cc2)cc1 | u | 8.9µM* | -1% | -4% | 4% | -34% | 82%[activator] | -21% | -22%

Entries shown so far that have a Cl atom, in the order listed:
Compound | GLS inhibitor | G9a block | Tb PGK inh | BLM inh | Pin1 inhibitor | JMJD2A Tudor | POLI inh | HP1b binding inh | BAZ2B inh
O=C1CCCC2=C1C(c1ccc(Cl)cc1)n1c(s/c(=C\c3ccc4ccncc4c3)c1=O)=N2 (stereo unspecified) | 2% | -10%[59 µM] | 3% | 0% | 54%[activator] | -33% | 16% | u | -9%
O=C(NCCc1ccc(Cl)cc1)C1CCCN1C(=O)NCc1ccccc1 (stereo unspecified) | 0% | x | -3% | 0% | -3% | 10% | 20% | 27% | 11%
Cc1ccc(NC(=O)C(OC(=O)c2ccc(C=O)cc2)c2ccccc2)cc1Cl (stereo unspecified) | 0% | u | 1% | -15% | 3% | -7% | 36%[activator] | 17% | -19%
Cc1cc(C(=O)NNC(=O)C(CCC(N)=O)NS(=O)(=O)c2ccc(Cl)cc2)c(C)o1 (stereo unspecified) | 7% | x | 1% | x | -4% | -9% | 3% | 9% | x
COc1nc(Nc2ccc(OC)c(Cl)c2)nc(OC)n1 | 1% | 5%[59 µM] | -9% | -2% | 1% | -5% | 26% | 33% | 7%
COc1ccccc1NC(=O)Cn1c(=O)n(-c2cccc(Cl)c2)c(=O)c2c1c1cc(C)ccc1n2C | -3% | -26%[59 µM] | i | -4% | -4% | -4% | 8% | 26% | 0%

Screening results deposited in PubChem by National Center for Advancing Translational Sciences (NCATS).
